E-sel TNF inh: E-selectin induction blockers in HUVEC – imaging, immunofluorescence, high content, primary screen. HUVEC TNFa-induced E-selectin immunofluorescence. 0.71% of 120,000 active. AID 1246, 2008. inhibition, % at 2 µM;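 active = inhibition above the batch mean plus 3 SD, and confirmed as a hit on visual image review, cut at about 43% in these data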;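 also: 0% = TNF-stimulated DMSO wells and 100% = unstimulated control wells; not every result past the cut was called active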
* marks the source's active call; other numbers are inactive results. The list is partial. The share of hits here may be higher or lower than overall.

SMILES | E-sel TNF inh
COc1cc(C(=O)OCCc2c(C)nc3nc[nH]n3c2=O)cc(OC)c1OC | 12
O=c1c2sccc2nc(SCc2cc(=O)n3cc(Cl)ccc3n2)n1Cc1ccccn1 | 19
Cc1nnc(SCC2=C(C(=O)O)N3C(=O)C(NC(=O)Cn4nc(C(F)F)c(Cl)c4C)C3SC2)s1 (configuration not stated) | -23
COc1ccc2[nH]c(=O)c(C(c3nnnn3CC3CCCO3)N3CCCCC3)cc2c1 (configuration not stated) | 25
COc1ccc2oc(=O)c(C(=O)NCc3ccco3)cc2c1 | -6
CCOC(=O)C1(C)Oc2ccc(S(=O)(=O)CC)cc2NC1=O (configuration not stated) | 59
COc1ccc(/C=C/C(=O)N2CCCC2)cc1OC | -21
COc1cccc(NC(=O)C2CCCN(S(=O)(=O)c3cccc4nonc34)C2)c1 (configuration not stated) | -20
Cc1[nH][nH]c(=O)c1C(c1ccc(-c2ccc(C(=O)O)cc2)o1)c1c(C)[nH][nH]c1=O | -28
COc1ccc(C(=O)N/N=C/c2sc(N3CCOCC3)nc2-c2ccccc2)cc1OC | 8
COc1cccc2c(SCC(=O)N/N=C/c3ccc(O)cc3O)cc(C)nc12 | 22
CC(C)(C)c1cc[n+](CC(=O)Nc2cc(C(F)(F)F)ccc2N2CCOCC2)cc1 | 18
NC(=O)CSc1cn(Cc2ccccc2)c2ccccc12 | -7
COc1cccc(Nc2ccccc2C(=O)O)c1 | 8
Nc1nc(SCC(=O)c2cc(F)ccc2F)n[nH]1 | -41
O=C(NCc1ccccc1)NC1CCS(=O)(=O)C1 (configuration not stated) | -61
COc1ccc(C(=O)OCn2nnc3ccccc3c2=O)cc1 | -9
Cn1cnnc1-c1cccc(NC(=O)c2cc(F)c(F)cc2Cl)c1 | -17
CCC(C(=O)OCn1nnc2ccccc2c1=O)c1ccccc1 (configuration not stated) | -3
Cc1c(C(=O)Nc2ccc(F)cc2)nnn1-c1cccc(C(F)(F)F)c1 | 13
CCCCCc1ccc(-c2ccc(OC)cc2)nc1 | -9
COc1ccc(CCNC(=O)CSc2nc(C)cc(C)n2)cc1OC | -29
CC(c1nnc(SCC(=O)Nc2cccnc2Cl)n1-c1ccccc1)N(C)C (configuration not stated) | 25
O=C(Nc1ccccc1)C(O)C(O)C(=O)Nc1ccccc1 (configuration not stated) | -25
CCN1C(=O)/C(=C\N(C)C)S/C1=N\S(=O)(=O)c1ccc(C)cc1 | -12
OCCCc1n[nH]c(=S)n1-c1ccccc1 | -35
CCC(c1nnc(SCC(=O)Nc2cccnc2Cl)n1-c1ccccc1)N(C)C (configuration not stated) | 31
O=C(OCC(=O)N1c2ccccc2Sc2ccccc21)c1ccc[n+]([O-])c1 | -32
CCOC(=O)C1(CCc2ccccc2)CCN(C(=O)CN2C(=O)CSC2=O)CC1 | 5
O=C(Nc1ccccc1)C1CCCN1C(=O)NCc1ccccc1 (configuration not stated) | -20
CCCN(CC1CCCO1)C(=O)CCc1nnc(-c2cc(C)on2)o1 (configuration not stated) | 30
CC(CCc1ccccc1)NC(=O)COC(=O)c1ccc(S(C)(=O)=O)c([N+](=O)[O-])c1 (configuration not stated) | 20
Oc1ccccc1N1CCN(C(=S)Nc2ccc(SC(F)F)cc2)CC1 | -36
CCN(CC(=O)Nc1sc2c(c1C#N)CCC(C)C2)Cc1nc2ccccc2c(=O)[nH]1 (configuration not stated) | -3
Cc1cccc(N2CCN(C(=O)C3CCN(S(=O)(=O)N4CCOCC4)CC3)CC2)c1C | -12
CCC(=O)Nc1sc2c(c1C#N)CCC2 | 11
CCOc1ccccc1C(=O)Nc1nnc(SCC(=O)N2CCOCC2)s1 | -13
CN(C)c1ccc(C(=S)N2CCN(C(=S)Nc3ccccc3)CC2)cc1 | -22
Cc1csc(N(C(=O)c2ccccc2F)c2ccccc2)n1 | -37
O=S(=O)(Nc1ccccn1)c1ccc(Cl)c2ccccc12 | 82*
COc1ccc(CCNC(=O)COc2ncnc3ccccc23)cc1 | 5
COc1ccc(C(C(=O)Nc2ccc(C(C)C)cc2)N(C)C(=O)c2ccc(=O)[nH]c2)cc1 (configuration not stated) | 20
O=C(NC1CCCCCC1)c1cc(S(=O)(=O)N2CCCCC2)ccc1N1CCOCC1 | -30
CCOC(=O)CCNCc1ccc(F)cc1 | 5
NNC(=O)CNC(=O)C12CC3CC(CC(C3)C1)C2 | -30
Cc1ccc2cn[nH]c2c1[N+](=O)[O-] | 33
CN(Cc1ccon1)C(=O)CC1C(=O)NCCN1CC1CCCCC1 (configuration not stated) | -14
NC(=O)CSc1ccc(-c2ccc(F)cc2)nn1 | -15

4 of the compounds above, with each value named:
canonical_smiles: O=C(NC1CCCCCC1)c1cc(S(=O)(=O)N2CCCCC2)ccc1N1CCOCC1
  E-sel TNF inh: -30

canonical_smiles: CCOc1ccccc1C(=O)Nc1nnc(SCC(=O)N2CCOCC2)s1
  E-sel TNF inh: -13

canonical_smiles: NNC(=O)CNC(=O)C12CC3CC(CC(C3)C1)C2
  E-sel TNF inh: -30

canonical_smiles: NC(=O)CSc1ccc(-c2ccc(F)cc2)nn1
  E-sel TNF inh: -15

Going on with the list:
SMILES | E-sel TNF inh
O=C(CCn1cccc1)Nc1ccc(OC(F)(F)F)cc1 | 12
O=c1cc[nH]c2ccc([N+](=O)[O-])cc12 | -84
O=C(N/N=C/c1cn(-c2ccccc2)nc1-c1cccnc1)c1ccccc1 | 20
N#C/C(=C(/O)CSc1ccccn1)c1nc2ccccc2s1 | -35
CC(C)c1ccc(CNC(=O)C(=O)NCCCn2ccnc2)cc1 | 15
CCOc1ccc(C2C(C(=O)c3cccs3)=C(O)C(=O)N2Cc2cccnc2)cc1 (configuration not stated) | 10
C[C@@H]1CN(Cc2cn(C)nc2-c2cccc(Cl)c2)C[C@H](C)O1 | 8
CCCNC(=O)c1ccc(SCC(=O)N(CC)CC)c([N+](=O)[O-])c1 | -1
COc1cc(/C=N/N=C(N)N)ccc1OCc1ccccc1Cl | -4
O=c1cc(-c2c(O)c3ccccc3n(Cc3ccccc3)c2=O)[nH][nH]1 | 34
O=C(NCc1ccc(/C=c2\sc3n(c2=O)CCN=3)o1)C(=O)Nc1ccccc1 | -30
COc1ccc(CCNC(=O)CN(c2ccccc2)S(C)(=O)=O)cc1 | 21
Cn1cccc1C(=O)C(=O)Nc1ccc(F)c(F)c1 | -22
Cc1ccc(O)c(C2=Nc3ccccc3N=C(c3cccc([N+](=O)[O-])c3)C2)c1 | -12
CN(C)/C=C/C(=O)c1cnc(-c2ccccn2)s1 | 31
CCCCn1c(SCC(=O)N(CC)C2CCS(=O)(=O)C2)nc2cc(S(N)(=O)=O)ccc21 (configuration not stated) | -35
O=C(Cc1ccc(Cl)c(Cl)c1)Nc1cccc2ncccc12 | -43
CNC(=S)N(C)[C@H]1c2c(ccc3ccccc23)OC[C@H]1CO | 6
N#CC(C#N)=Cc1cccn1-c1ccc(S(N)(=O)=O)cc1 | -24
O=C(CCc1ccccc1)NCCc1nc2ccccc2[nH]1 | 15
COc1ccc(CCc2nnc(CCC(=O)N(C)Cc3ccnc4ccccc34)o2)cc1 | -3
CC(=O)c1cccc(N2C(=O)Nc3ccccc3N2O)c1 | 0
O=c1nc2n(c3ncccc13)CCCCC2 | 26
COCCOC(=O)c1[nH]c2c(c1C)C(=O)CC(c1cccs1)C2 (configuration not stated) | -18

Part of the list above, field by field:
compound: N#CC(C#N)=Cc1cccn1-c1ccc(S(N)(=O)=O)cc1
- E-sel TNF inh = -24

compound: O=C(CCc1ccccc1)NCCc1nc2ccccc2[nH]1
- E-sel TNF inh = 15

compound: COc1ccc(CCc2nnc(CCC(=O)N(C)Cc3ccnc4ccccc34)o2)cc1
- E-sel TNF inh = -3

compound: CC(=O)c1cccc(N2C(=O)Nc3ccccc3N2O)c1
- E-sel TNF inh = 0

Continuation:
SMILES | E-sel TNF inh
O=C(CSc1ccc(F)cc1)NCCSc1ccccc1 | -17
CCOc1ccc(CN2CCCC(CNC(=O)c3ccc(F)cc3)C2)cc1CO (configuration not stated) | -23
CCOc1ccc2nc(NC(=O)CN3CCOCC3)sc2c1 | -46
S=C(Nc1ccc2nc(-c3ccccn3)c(-c3ccccn3)nc2c1)N1CCCCC1 | 5
Cc1ccc(S(=O)(=O)NC(=O)c2cc(C)n(CC(c3ccccc3)N(C)C)c2C)cc1 (configuration not stated) | 33
COc1cc(C(=O)NCCSc2ccc(Br)cc2)cc(OC)c1OC | 4
CCOc1ccc(OCCSc2nc(-c3ccccc3)cc(=O)[nH]2)cc1 | -3
O=C(CN1C(=O)C2CC=CCC2C1=O)Nc1ccc(S(=O)(=O)N2CCOCC2)cc1 (configuration not stated) | -14
O=C(OCc1nnc(-c2ccccc2)o1)c1cc(F)c(F)cc1Cl | 0
C=COCCNC(=S)Nc1ccccc1 | -14
CCc1ccc(C2=NN(CCC(=O)NCc3cccs3)C(=O)CC2)cc1 | -4
O=S(=O)(/C=C/c1ccccc1)N1CCN(Cc2ccc3c(c2)OCO3)CC1 | -108

Copied from the list:
CC(=O)c1cccc(N2C(=O)Nc3ccccc3N2O)c1 in E-sel TNF inh reads 0
CCOC(=O)C1(CCc2ccccc2)CCN(C(=O)CN2C(=O)CSC2=O)CC1 in E-sel TNF inh reads 5

The list continues.
SMILES | E-sel TNF inh
CC1(C)Cc2ccccc2C(=NCC(=O)O)N1 | -28
COc1ccc(NS(=O)(=O)c2cc(NC(=O)C3CCCO3)ccc2N2CCCCC2)cc1 (configuration not stated) | -14
COc1cc(C(=O)NCCCNc2nc3c(C)cc(C)cc3cc2C#N)cc(OC)c1OC | -16
CC(C)(C)CN1CCNC(=O)C1CC(=O)N1CCC(C(=O)N2CCOCC2)CC1 (configuration not stated) | -21
OCC1(CC2CCCCO2)CCN(C/C=C/c2ccccc2)CC1 (configuration not stated) | 21
CC(C)C(=O)Nc1nc(-c2ccc([N+](=O)[O-])cc2)cs1 | -11
Cn1c(N)c(C(=O)CSc2nnc(-c3ccccc3F)n2C2CC2)c(=O)n(C)c1=O | 0
Cc1ccc(Cn2nc3c(cc2=O)CCc2ccccc2-3)cc1 | 10
COc1ccc(/C=C(/NC(=O)c2ccc([N+](=O)[O-])cc2)C(=O)NCCCN(C)C)cc1 | -28
Cc1ccc(C(C)C)c(OCc2nn(CC(=O)c3ccc(Cl)cc3)c3[n+]2CCCCC3)c1 | -8
O=C(NCCCN1CCOCC1)c1sc2cc(F)ccc2c1Cl | -1
C=CCOc1cccc(C2C(C(=O)c3cccs3)=C(O)C(=O)N2Cc2cccnc2)c1 (configuration not stated) | -20
CCOC(=O)c1cc(NC(=O)Nc2ccccn2)c(C)nc1C | 19
CC(OC(=O)C1=NNC(=O)CC1)C(=O)Nc1ncc(Cl)cc1Cl (configuration not stated) | -2
CCCn1c(=N)n(CC(=O)c2ccc([N+](=O)[O-])cc2)c2ccccc21 | -34
CCn1nc(C)c(CNC(=O)CC2C(=O)NCCN2Cc2ccc(C)o2)c1C (configuration not stated) | -16
CCN(CC)C1CCN(C(=O)CCc2nnc(CCCCc3ccccc3)o2)C1 (configuration not stated) | -12
COc1ccc(NC(=O)CSc2nnnn2C)cc1 | -2
CCOC(=O)n1c(=O)n(C)c2ccc(Br)cc21 | -3
COC(=O)c1ccc[n+](CC(=O)Nc2ccc(OC(F)F)cc2)c1 | -4
Cc1ccc(NC(=O)C2Cc3ccccc3C(=O)O2)cc1 (configuration not stated) | 3
CNC(=S)N(Cc1ccc(OC)cc1)Cc1cc2ccc(C)cc2[nH]c1=O | -12
Cc1ccc(OCCn2cc(C(=O)O)c3ccccc32)cc1 | -33
CC(=O)c1sc(NC(=O)c2ccccc2C)nc1C | -20
CCN(CC)CCN(C)C(=O)c1ccc(OC2CCN(C(=O)C3CC3)CC2)cc1 | -13
O=C(NCCc1ccccc1)c1ccc2nccnc2c1 | -18
O=c1ccc(-c2ccc([N+](=O)[O-])cc2)nn1-c1ccccc1 | -4
CC12CCC(=O)N1C(C(=O)OCC(=O)Nc1cccc(Br)c1)CS2 (configuration not stated) | -13
COc1ccc(C(=O)NCc2ccccn2)cc1[N+](=O)[O-] | -27
O=C(COC(=O)c1ccncc1)Nc1ccccc1 | 15
COc1ccc(CN(C)CC(=O)NC2CCCc3ccccc32)cc1OC (configuration not stated) | -9
CN(C(=O)COC(=O)c1ccc([N+](=O)[O-])cc1N)c1ccccc1 | -2
COc1ccc(N2CCN(C(CNC(=O)C(=O)NCc3cccs3)c3ccco3)CC2)cc1 (configuration not stated) | -40
COc1ccc(N(CC(=O)Nc2c(C)cccc2C)S(=O)(=O)c2ccccc2[N+](=O)[O-])c(OC)c1 | -7
CCOc1ccc(NC(=S)NNC(=O)c2ccc(Br)cc2)cc1 | 3
NN=C1c2cc([N+](=O)[O-])ccc2-c2ccc([N+](=O)[O-])cc21 | 27
CCOC(=O)c1nn(-c2ccccc2)c(=O)c2c(NC(C)=O)scc12 | -1
Oc1ccc(/C=N/Nc2ccccc2)cc1 | -20
O=C(COC(=O)CNC(=O)c1ccccc1)Nc1ccc(S(=O)(=O)N2CCCC2)cc1 | -10
Cc1ccc(-n2c(-c3ccccc3)cc(/C=N/NC(=O)CC#N)c2-c2ccccc2)cc1 | 21
O=C(COC(=O)C1CCCCC1)Nc1ccccc1OC(F)F | -15
COc1ccc(C(=O)C2CCCN(Cc3cn(C)nc3-c3ccccc3)C2)cc1F (configuration not stated) | -21
CN(CCC1CCCCO1)Cc1cn(C)nc1-c1ccc2c(c1)OCCO2 (configuration not stated) | -14
O=S1(=O)CCN2N=C(C3CC3)SC2=N1 | -15
Cc1ccc(CNC(=O)CN2C(C)CCCC2C)cc1 (configuration not stated) | -23

Screens: PubChem BioAssay, Columbia University Molecular Screening Center
